ERG-DNA inh = qHTS for Small Molecule Inhibitors of the ERG Ets/DNA interaction; 370,000 tested, 0.028% active; Potency, µM (doses to about 76.9 µM), without a hit: top-dose FP activity, negative = inhibition, usual class: inhibitors; fluorescence polarization, His-ERG Ets domain / labelled DNA; active means well fitted inhibition curve with a large enough effect in the polarisation, with a control signal flat; inconclusive means small, poorly fitted or top-dose-only effect, or effect the other way, or a change in a side signal; inactive means no such curve, though single readings can be large or run the other way; the % refers to the polarisation;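 further: polarization taken with two DNA probes labelled with fluorescein and Texas red; potency means the concentration at half of the fitted maximal effect; % of control where 0% means no effect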
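His-tagged ERG Ets domain (1 uM in the protein solution; 300mM KCl, 50mM Tris-HCl, 1mM EDTA, 1mM DTT, pH 7.5) received compound, then a probe mix of 5 nM fluorescein-DNA and 100nM Texas-615-DNA. Fluorescence polarization was read for both dyes.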
Pol kappa inh = qHTS for Inhibitors of Polymerase Kappa | DNA polymerase kappa (Homo sapiens), Q9UBT6 | purified Pol kappa, fluorescent DNA synthesis assay, 10 min | Potency, µM (highest dose often 107 µM), for inactives: top-dose activity, negative = inhibition, hits mostly inhibitors | 400,000 tested, 0.53% active | AID 588579, 2011; further: potency means the concentration at half of the fitted maximal effect; on the % scale 0 is the no-effect control and ±100 the full control effect
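Activity was followed as the change in fluorescence between reads at 0 and 10 min after starting the reaction with 50 nM substrate. Beforehand, 10 nM polymerase had been preincubated with compound for 15 min at room temperature.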
Apoferritin bind = qHTS Assay for Identification of Novel General Anesthetics; 350,000 tested, 0.074% active; Potency, µM (titrated, usually from 77.5 µM), inactives show at the highest dose activity change, negative = displacement, usual class: inhibitors; apoferritin/1-aminoanthracene competitive binding, fluorescence; Ferritin light chain (Equus caballus), P02791; further: potency means the concentration at half of the fitted maximal effect; on the % scale 0 is the no-effect control and ±100 the full control effect; nearly all actives have a fitted effect of over 20% in size
Target sequence (P02791 2-175 limits assumed): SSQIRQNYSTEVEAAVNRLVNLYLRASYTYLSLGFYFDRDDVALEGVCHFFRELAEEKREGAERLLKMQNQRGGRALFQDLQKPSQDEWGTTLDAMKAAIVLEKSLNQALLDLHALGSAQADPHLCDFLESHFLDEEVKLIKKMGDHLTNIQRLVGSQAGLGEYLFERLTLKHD
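Horse-spleen apoferritin (10 uM) was mixed with 50% saturated 1-aminoanthracene in PBS, exposed to compounds for 10 min at room temperature, and read for fluorescence (ex 380 nm, em 535 nm). Competitive displacement was fitted with a four-parameter Hill equation.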
BLM helicase inh = qHTS Assay for Inhibitors of Bloom's syndrome helicase (BLM) | RecQ-like DNA helicase BLM (Homo sapiens), P54132 | recombinant BLM DNA unwinding, fluorescence dequenching | Potency, µM (series often up to 56.1 µM), for inactives: at the highest dose activity change, negative = inhibition, usual class: inhibitors | 350,000 tested, 0.2% active | AID 2528, 2010;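 further: potency means the concentration at half of the fitted maximal effect; plate controls were vehicle for no effect and no enzyme for full effect; nearly all actives have a fitted effect of over 35% in size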
12-LOX inh = Primary qHTS assay for inhibitors of human arachidonate 12S-lipoxygenase (ALOX12): Round 2. Polyunsaturated fatty acid lipoxygenase ALOX12 (Homo sapiens), P18054. 580,000 tested, 1.1% active. purified 12hLO, xylenol orange hydroperoxide absorbance. Potency, µM (doses to about 108 µM), for the others: at the highest dose activity change, negative = inhibition, hits mostly inhibitors. AID 1671190, 2021; further: potency means the concentration at half of the fitted maximal effect; on the % scale 0 is the no-effect control and ±100 the full control effect
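Hydroperoxide product was detected by ferrous iron/xylenol orange as the 573 to 405 nm absorbance ratio. Arachidonic acid at 40 uM (final) was turned over for 30 min at room temperature by 150 nM human 12hLO, pH 7.0 Hepes buffer, after 15 min compound preincubation.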
APEX1 inh = qHTS Assay for Inhibitors of the Human Apurinic/apyrimidinic Endonuclease 1 (APE1). DNA repair nuclease/redox regulator APEX1 (Homo sapiens), P27695. Potency, µM (top dose mostly 65.8 µM), without a hit: at the highest dose activity change, negative = inhibition, most hits filed as inhibitors. recombinant APE1, TAMRA/BHQ-2 abasic DNA cleavage fluorescence. 350,000 tested, 0.35% active. AID 2517, 2012;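 further: potency means the concentration at half of the fitted maximal effect; plate controls were vehicle for no effect and reference inhibitor for full effect; nearly all actives have a fitted effect of over 55% in size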
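Enzyme (0.75 nM final) and test compound are incubated 15 min at room temperature before adding 50 nM quenched THF abasic-site duplex. Cleavage dequenches TAMRA, followed at 525/598 nm over three reads one minute apart.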
POLB inh = qHTS Assay for Inhibitors of DNA Polymerase Beta; AID 485314, 2010; Potency, µM (highest dose often 114 µM), for inactives: at the highest dose activity change, negative = inhibition, actives largely listed as inhibitors; 340,000 tested, 1.3% active; Pol beta primer extension/strand displacement, fluorescence kinetic; P06746; further: potency means the concentration at half of the fitted maximal effect; on the % scale 0 is the no-effect control and ±100 the full control effect
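Curves were derived by four-parameter Hill fits of normalized qHTS data. The kinetic fluorescent primer-extension read was taken at 0 and 10 min after 50 nM substrate, following a 15 min room-temperature preincubation of 10 nM enzyme with compounds.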
TRHR ag = qHTS for Small Molecule Agonists and Allosteric Enhancers of Human TRH Receptor: Primary Screen for Agonists. 360,000 tested, 0.18% active. AID 493084, 2011. Thyrotropin-releasing hormone receptor (Homo sapiens), P34981. activation, % at 2 µM. TRHR cells, calcium flux fluo-8, FDSS agonist mode; in the data active means activation above about 30%; further: 0% is about no effect
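Fluo-8-loaded TRHR cells; 10 s baseline, compound added, kinetic Ca2+ fluorescence read 1/s, agonist mode.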
POLI inh = qHTS for Inhibitors of Polymerase Iota | DNA polymerase iota (Homo sapiens), Q9UNA4 | Pol iota fluorescent replication assay, 10 min | Potency, µM (titrated, usually from 115 µM), for inactives: top-dose activity, negative = inhibition, usual class: inhibitors | 390,000 tested, 1% active | AID 588590, 2011; further: potency means the concentration at half of the fitted maximal effect
Target sequence (Q9UNA4 whole entry, looked up): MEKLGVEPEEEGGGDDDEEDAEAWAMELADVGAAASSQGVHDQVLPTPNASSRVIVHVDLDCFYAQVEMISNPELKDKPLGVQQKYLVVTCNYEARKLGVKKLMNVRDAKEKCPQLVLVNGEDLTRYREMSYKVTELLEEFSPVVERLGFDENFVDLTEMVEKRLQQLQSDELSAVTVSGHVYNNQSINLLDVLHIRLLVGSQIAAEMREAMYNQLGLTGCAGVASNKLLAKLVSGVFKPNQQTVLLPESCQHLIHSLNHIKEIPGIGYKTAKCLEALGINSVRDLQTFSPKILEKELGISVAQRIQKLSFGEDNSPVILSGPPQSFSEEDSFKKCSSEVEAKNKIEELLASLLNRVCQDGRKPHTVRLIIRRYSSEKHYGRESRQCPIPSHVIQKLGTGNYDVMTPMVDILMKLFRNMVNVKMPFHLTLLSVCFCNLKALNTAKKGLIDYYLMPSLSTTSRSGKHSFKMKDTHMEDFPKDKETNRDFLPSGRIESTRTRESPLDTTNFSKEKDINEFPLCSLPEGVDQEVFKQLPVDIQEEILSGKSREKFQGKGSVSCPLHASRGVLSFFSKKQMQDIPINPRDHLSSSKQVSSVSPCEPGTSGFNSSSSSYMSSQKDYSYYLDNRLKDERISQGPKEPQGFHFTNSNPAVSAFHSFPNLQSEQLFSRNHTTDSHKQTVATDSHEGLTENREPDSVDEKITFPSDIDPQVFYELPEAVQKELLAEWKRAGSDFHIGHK
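Fluorescent replication assay read twice, at 0 min and 10 min after adding 50 nM (final) substrate. Enzyme (10 nM) and compounds were first incubated 15 min at room temperature; enzyme-free buffer wells were negative controls.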
* marks the source's active call; other numbers are inactive results; ? = inconclusive; nt = no result given; & = joins results of further samples; [ ] = dose if it differs, or a comment. Unless noted, the call rests on the fitted dose curve; in most records, active means well fitted curve in the direction sought with a large enough effect; inconclusive means small, poorly fitted or top-dose-only effect, or another doubt; inactive means no such curve, though single readings can be large; an effect the other way counts as inactive or inconclusive.

molecule	ERG-DNA inh	Pol kappa inh	Apoferritin bind	BLM helicase inh	12-LOX inh	APEX1 inh	POLB inh	TRHR ag	POLI inh
Cc1ccc(S(=O)(=O)N2CCCN(Cc3nc4ccccc4c(=O)[nH]3)CC2)cc1	2%	-14%	nt	nt	?	3%	nt	-0.5	12%
O=C1CCSC2(C(=O)N(Cc3ccc(F)cc3)c3ccccc32)N1c1ccc(Cl)cc1 (centres undefined)	2%	-3%	1%	-2%	-29%	nt	-18%	-0.8	-15%
O=c1n(Cc2ccc(Cl)cc2)c2ccccc2c2nc(-c3ccccc3)nn12	-4%	-19%	-4%	-1%	0%	nt	1%	-2.4	38%[activator]
COc1ccc(Cn2c(=O)c3oc4ccccc4c3n(CC(=O)Nc3ccc(F)cc3F)c2=O)cc1	3%	5%	-11%	-5%	-18%	nt	13%	1.2	1%
CC1(c2cc([N+](=O)[O-])cc([N+](=O)[O-])c2)CC(C)(C)N(C(=O)c2ccccc2)c2ccccc21 (centres undefined)	2%	-10%	-14%	-5%	0%	0%	-1%	0.1	22%
CC(=O)c1nn(-c2cccc(Br)c2)cc1C(=O)c1ccc(C)cc1	0%	-8%	-12%	-3%	-9%	1%	11%	0.0	10%
O=C(N/N=C/c1ccc([N+](=O)[O-])o1)c1ccc(NS(=O)(=O)c2cccs2)cc1	2%	-34%	-13%	-6%	-22%	-1%	?	-0.8	50µM*
CCn1cc([N+](=O)[O-])c(C(=O)Nc2c(C)nn(Cc3cccc(F)c3)c2C)n1	-4%	-15%	-7%	0%	12%	-3%	13%	2.7	13%
CCCCN(C(=O)c1cccc(S(=O)(=O)N2CCN(C)CC2)c1)c1c(N)n(CCCC)c(=O)[nH]c1=O	-8%	-2%	nt	nt	-1%	8%	nt	-0.2	-1%
Cn1cc(-c2nc3cncnc3n(Cc3ccc(F)cc3)c2=O)c2ccccc21	nt	-10%[60.1 µM]	nt	-2%	?	3%	nt	nt	nt
CC[C@H](C)[C@H]1CNC(=S)N1CC1CCN(CCC23CC4CC(CC(C4)C2)C3)CC1	-9%	9%	nt	nt	-14%	nt	nt	nt	34%
ONC(=Nc1ccc(Cl)cc1)c1ccccc1Cl	-6%	-5%	4%	-11%	?	-6%	1%	1.1	-6%
CC(OC(=O)c1ccc(NC(=O)CC#N)cc1)C(=O)NC(=O)NC1CCCCC1 (centres undefined)	11%	-22%	-24%	-7%	-3%	26%	-18%	1.6	12%
COC(=O)c1c(-c2ccc(OC)cc2)oc2ccccc12	-20%	0%	-7%	-6%	64%[activator]	26%	-23%	-0.1	8%
CSCCC(NC(=O)c1ccco1)C(=O)N1CC(C)OC(C)C1 (centres undefined)	-4%	10%	nt	nt	9%	24%	nt	0.8	33%[activator]
CCc1ccc(CNC(=O)C2CC(=O)N(C3CCCC3)C2)cc1 (centres undefined)	-10%	0%	0%	0%	-3%	96%[activator]	1%	-0.4	24%
CCSc1nc2sc3c(c2c(=O)n1-c1ccc(C)cc1)CCN(C)C3	6%	8%	-20%	-5%	2%	67%[activator]	0%	0.5	-26%
Cc1c(F)cccc1NS(=O)(=O)c1ccc2c(c1)c(=O)n(C)c(=O)n2C	-4%	0%	-15%	-5%	-14%	3%	18%	-1.5	36%[activator]
O=C(O)c1c[nH]c2c(C(F)(F)F)cccc2c1=O	9%	0%	-17%	1%	-8%	0%	3%	0.0	-6%
CCN(CC)S(=O)(=O)c1ccc(NC(=O)c2cccc3c2C(=O)N(CCOC)C3)cc1	-3%	-3%	6%	-1%	8%	0%	0%	0.4	23%
CCc1cc2c(NCc3ccccc3)nc(C)nc2s1	-9%	2%	-12%	-7%	?	-16%	-7%	-0.6	-16%
CCC(C(=O)NC1CC(C)(C)NC(C)(C)C1)c1ccccc1 (centres undefined)	-5%	-11%	-3%	-9%	14%	-7%	47%	0.1	-4%
CN(c1ccccc1)S(=O)(=O)c1cc(C(=O)Nc2nc3ccccc3[nH]2)ccc1Cl	1%	-10%	7%	-1%	4%	-3%	2%	0.5	8%
CC(=O)NCCc1cnc[nH]1	12%	-1%	-4%	-4%	26%	13%	81%	-0.2	10%
CCCCOc1ccc(N(CC(=O)NC(C)(C)CC)C(=O)CCC(=O)Nc2ccccn2)cc1	-13%	-7%	?	-6%	47%[activator]	2%	5%	1.8	107%[activator]
CCOC(=O)C1CCN(C(=O)c2cccc(S(=O)(=O)NCc3ccccc3)c2)CC1	5%	8%	nt	nt	32%[activator]	32%	nt	-0.5	20%
Cc1ccc(OCc2cc(=O)n3c(-c4ccccc4)csc3n2)cc1	0%	?	-2%	-13%	-18%	nt	20µM*	-0.4	56µM*
COc1ccc(-n2c(C)cc(C(=O)Cn3nnc4ccccc4c3=O)c2C)cc1	-8%	4%	-23%	-6%	9%	5%	36%	-0.1	-6%
C=CCn1c(SCC(=O)NCC2CCCO2)nc2scc(-c3ccc(OC)cc3)c2c1=O (centres undefined)	-1%	-16%	-12%	-4%	388%[activator]	8%	2%	-0.2	19%
O=C(CCSCCc1ccccn1)Nc1cc(F)ccc1F	-5%&-2%	-6%[60.1 µM]	-12%&7%	4%&1%	2%&17%	14%	1%&33%	-0.3&3.8	33%&9%[activator]
COc1cc(C(=O)NCCCCc2ccccc2)cc(OC)c1OC	4%	-4%	2%	-3%	30%[activator]	23%	43%	0.4	12%
CCOCCCNC(=S)N1CCN(Cc2ccco2)CC1	-3%	-5%	-4%	2%	?	-3%	37%	0.0	45%[activator]
O=C(NNC(=O)c1cc(Cl)ccc1O)c1cccc(S(=O)(=O)N2CCOCC2)c1	-1%	-8%	nt	nt	?	-7%	nt	0.4	24%
O=C1/C(=C/c2ccco2)SC(=S)N1CC1CCCO1 (centres undefined)	?	89µM*	?	-27%	?	10µM*	13µM*	0.1	22µM*
CC1=C(C)CC(C(=O)NNC(=O)c2cccc(Cl)c2)C(C(=O)O)C1 (centres undefined)	2%	3%	3%	-2%	17%	0%	6%	-0.1	2%
O=C(CC(C(=O)O)P(=O)(c1ccccc1)c1ccccc1)c1ccccc1 (centres undefined)	-7%	-5%	-3%	-4%	0%	-2%	7%	0.2	31%[activator]
COc1ccc(COCC(O)CN2CCCC(C(F)(F)F)C2)cc1 (centres undefined)	nt	nt	3%	-1%	?	4%	43%	1.0	nt
Cc1c(C(=O)NCCn2ccc3ccccc32)cccc1[N+](=O)[O-]	6%	-1%	-18%	0%	5%	1%	4%	-0.1	24%
Cc1[nH]nc2nc(SCC(=O)NCCC3=CCCCC3)n(-c3ccc(Br)cc3)c(=N)c12	-12%	0%	4%	-10%	-16%	33%	-2%	0.0	-2%
C/C(=N/Oc1nc(C)cc(C)n1)c1ccc(Br)cc1	-7%	-17%	-18%	-3%	0%	-5%	10%	0.3	-8%

Pol kappa inh: entries above that show a hit.
Compound	ERG-DNA inh	Pol kappa inh	Apoferritin bind	BLM helicase inh	12-LOX inh	APEX1 inh	TRHR ag	POLI inh
O=C1/C(=C/c2ccco2)SC(=S)N1CC1CCCO1 (centres undefined)	?	89µM*	?	-27%	?	10µM*	0.1	22µM*

(continued)
molecule	ERG-DNA inh	Pol kappa inh	Apoferritin bind	BLM helicase inh	12-LOX inh	APEX1 inh	POLB inh	TRHR ag	POLI inh
Cc1ccc(NC(=O)C2CCCN(c3cnccn3)C2)c(C)c1 (centres undefined)	-3%&-1%	9%&-23%	1%&11%	1%&-12%	6%&-24%	64%[activator]	40%&0%	-0.5&-0.9	10%&20%
CN(C(=O)COC(=O)c1cn(-c2ccccc2)nc1-c1ccccc1)C1CCS(=O)(=O)C1 (centres undefined)	4%	2%	-16%	-3%	-1%	-2%	-24%	0.6	-16%
COc1ccccc1CNC(=O)c1cc(C(C)C)nc2ccccc12	-6%	5%	-12%	-3%	5%	20%	6%	-0.6	-10%
CC(=O)c1ccc(NC(=O)N2CCCC(C(=O)c3ccc4c(c3)OCO4)C2)cc1 (centres undefined)	10%	-11%	-22%	-7%	-5%	?	-3%	-0.4	-2%
COc1ccccc1OCC(=O)NC1CCSc2ccccc21 (centres undefined)	1%	5%	nt	nt	321%[activator]	-4%	nt	0.8	3%

One compound at a time, from the list above. Order of values: ERG-DNA inh | Pol kappa inh | Apoferritin bind | BLM helicase inh | 12-LOX inh | APEX1 inh | POLB inh | TRHR ag | POLI inh
`CN(C(=O)COC(=O)c1cn(-c2ccccc2)nc1-c1ccccc1)C1CCS(=O)(=O)C1` (centres undefined) across the screens: 4% | 2% | -16% | -3% | -1% | -2% | -24% | 0.6 | -16%
`Cc1ccc(NC(=O)C2CCCN(c3cnccn3)C2)c(C)c1` (centres undefined) across the screens: -3%&-1% | 9%&-23% | 1%&11% | 1%&-12% | 6%&-24% | 64%[activator] | 40%&0% | -0.5&-0.9 | 10%&20%

Bioassay records (PubChem BioAssay)

A portion of the library, so the mix of outcomes need not match the whole.
